NOD1 inhibition: NOD1 signaling inhibitors, primary screen, cell-based, luminescence, uHTS (AID 1578) | 1% of 290,000 active | NOD1-driven NF-kB luciferase reporter cells, luminescence; higher % means a stronger effect | one-dose inhibition, % at 4 µM; EC50 in µM for titrated hits; in the data active = inhibition mostly above about 36%, no sharp cut-off; inactive = mostly below about 34%;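 note: HEK-293T reporter cells stimulated with the NOD1 agonist gamma-tri-DAP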
Rac1 GTP hydrolysis: MgcRacGAP GTPase-activating activity inhibitors, confirmation, biochemical, ADP Hunter fluorescence; Rac GTPase-activating protein 1 (Homo sapiens); MgcRacGAP-stimulated Rac1 GTP hydrolysis, ADP Hunter fluorescence; higher % means a stronger effect; GST-tagged Rac1 F28L mutant substrate; inhibition, % at 30 µM; hits with a dose series show IC50 in µM; 0.6% of 340,000 active;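 active = first-screen hits whose inhibition reached a set limit at any dose in the follow-up dose series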;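 note: fluorescence reports GDP produced by GAP-driven GTP hydrolysis; strong numbers were not always called active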
KOR beta-arrestin-1: KOR agonists, beta-arrestin recruitment, primary screen, cell-based, luminescence, uHTS (AID 1777); activation, % at 10 µM; hits with a dose series show EC50 in µM; KOR beta-arrestin recruitment, luminescence; higher % means a stronger effect; 0.02% of 280,000 active; in the data active = activation above about 50%, passing the limit was not always enough; note: a part of the inactive calls stands beside numbers as strong as those of hits
GPR55 beta-arrestin: GPR55 agonists via beta-arrestin recruitment, primary screen, imaging, U2OS cells, beta-arrestin-GFP redistribution (AID 1961). G-protein coupled receptor 55 (Homo sapiens). U2OS GPR55 beta-arrestin-GFP redistribution imaging; higher % means a stronger effect. one-dose activation, % at 10 µM; EC50 in µM for titrated hits. 0.048% of 290,000 active;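 active = activation above 40% with more than 50 cells counted in the well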;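 note: U2OS osteosarcoma cells stably expressing GPR55 and beta-arrestin-GFP; plate controls were DMSO negative control for no effect and LPI positive control for full effect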
HIV fusion peptide: inhibitors of HIV fusion peptide binding, primary screen, biochemical, uHTS, fluorescence dequenching (AID 1986). 0.3% of 290,000 active. cell-free peptide binding, fluorescence dequenching, 30 min; higher % means a stronger effect. inhibition, % at 20 µM, or IC50 in µM where a hit was titrated; in the data active = inhibition mostly above about 52%, no sharp cut-off; inactive = mostly below about 76%; note: some results filed as inactive read as strong as hits
Large T inhibition: SV40 large T antigen inhibitors, biochemical (AID 1903). SV40 large T antigen ATPase/helicase inhibition assay; higher % means a stronger effect. inhibition, % at 20 µM, or IC50 in µM where a hit was titrated. 0.39% of 310,000 active; in the data active = a potency from the dose series; note: strong numbers were not always called active
GPR55 antagonists: GPR55 antagonists blocking LPI-driven arrestin recruitment, primary screen, imaging, U2OS, beta-arrestin-GFP, LPI agonist (AID 2013). one-dose inhibition, % at 10 µM; IC50 in µM for titrated hits. G-protein coupled receptor 55 (Homo sapiens). 0.13% of 290,000 active. U2OS GPR55 beta-arrestin-GFP translocation imaging, LPI antagonism; higher % means a stronger effect;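 active = spots per cell inhibited over 60%, with over 100 cells counted and total cytoplasm intensity under 500,000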;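 note: U2OS cells stably carrying GPR55 and arrestin-GFP stimulated by 5 µM LPI near EC80; imaged beta-arrestin-GFP aggregate spots per cell after agonist stimulation; plate controls were LPI-stimulated DMSO wells for no effect and DMSO wells without LPI for full effect; some results filed as inactive read as strong as hits; confirmed hits need IC50 under 10 µM and bright autofluorescent wells are also inconclusive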
HEK293 NOD2/NF-kB: NOD2 signaling inhibitors, cell-based, luminescence, uHTS, HEK293 (AID 1566); HEK293 NOD2/NF-kB luciferase reporter, luminescence; higher % means a stronger effect; one-dose inhibition, % at 4 µM; EC50 in µM for titrated hits; 0.63% of 290,000 active; note: many of its hits are not listed in these tables
KOR beta-arrestin-2: KOR antagonists, beta-arrestin recruitment, cell-based, luminescence, uHTS (AID 1778); KOR beta-arrestin recruitment, luminescence, antagonist mode; higher % means a stronger effect; one-dose inhibition, % at 10 µM; IC50 in µM for titrated hits; 0.091% of 290,000 active; Kappa-type opioid receptor (Homo sapiens); note: strong numbers were not always called active
* = called active by the depositor; nt = not tested or not shown; & = joins results of further samples; [ ] = dose if it differs, or a comment. Cut-off read from the data, not from the text of the source, unless noted: active = inhibition above about 50%; inactive = the rest. The list is partial, so the mix of outcomes need not match the whole.

SMILES	NOD1 inhibition	Rac1 GTP hydrolysis	KOR beta-arrestin-1	GPR55 beta-arrestin	HIV fusion peptide	Large T inhibition	GPR55 antagonists	HEK293 NOD2/NF-kB	KOR beta-arrestin-2
CCC(C)Sc1nnc(NC(=O)C2CCN(C(=O)c3ccco3)CC2)s1 (stereo not drawn)	-4%	2%	2.0%	0.0%	2.1%	1%	8%	8%	-22%
CCOC(=O)C1=C(C)NC(C)=C(C(=O)OCC)C1c1ccccn1	-5%	12%&-3%	-2.3%	0.2%	3.9%	-1%	-6%	8%	-3%
CCn1c(CNc2ccc(OC)cc2)nnc1SCC(=O)Nc1ccc(F)cc1	-21%	10%	-3.4%	0.3%	0.8%	16%	6%	14%	-36%
O=C(OCC(=O)N1CCN(C(=O)c2ccco2)CC1)c1cc(=O)c2ccccc2o1	6%	8%	-0.1%	0.3%	-0.2%	8%	5%	10%	3%
O=C(NCc1ccccc1)C1COc2ccccc2O1 (stereo not drawn)	-49%	11%	7.1%	-0.2%	-0.2%	5%	10%	-16%	-40%
COC(=O)c1ccc(C(C(=O)NC2CCCCC2)N(Cc2ccccc2)C(=O)Cc2cccs2)cc1 (stereo not drawn)	-25%	-2%	0.0%	-0.3%	-0.1%	0%	8%	-2%	19%
CN(C)C(=O)N1CCCC(C(=O)NCc2ccc(F)cc2Cl)C1 (stereo not drawn)	15%	5%	6.0%	-0.4%	0.4%	10%	4%	-16%	-30%
COc1cccc(C(CC(=O)O)NS(=O)(=O)c2ccc3c(c2)N(C(C)=O)CC(C)O3)c1 (stereo not drawn)	-23%	5%	3.9%	-0.2%	0.5%	4%	-2%	9%	-30%
O/N=C/c1ccc(-c2cc(Cl)ccc2Cl)o1	44%	1%	6.3%	0.1%	2.0%	8%	4%	33%	1%
COc1ccc2cc(C3CC(c4ccco4)=NN3S(=O)(=O)c3ccccc3)c(Cl)nc2c1 (stereo not drawn)	-12%	8%	2.5%	-0.4%	-2.5%	2%	-8%	16%	27%
O=C(Nc1ccccc1F)c1cc2c(s1)-c1ccccc1S(=O)(=O)C2	-13%	8%	2.1%	-0.1%	0.9%	14%	6%	-19%	19%
CN1C(=O)CC(N2CCC(c3nc4ccccc4[nH]3)CC2)C1=O (stereo not drawn)	-8%	6%	-2.3%	-0.1%	0.1%	4%	1%	6%	3%
COC1CCCCC1NS(=O)(=O)c1ccc(Cl)cc1 (stereo not drawn)	-4%	0%	-9.2%	-0.2%	17%	0%	10%	9%	-6%
CCN(CC)S(=O)(=O)c1ccc(S(=O)(=O)N2CCCC2)cc1	-15%	3%	nt	0.2%	-0.5%	11%	5%	-19%	-35%[20 µM]
COc1ccc2oc(=O)cc(-c3cc4cccc(OC)c4o3)c2c1	-13%	9%	9.6%	-0.1%	1.2%	7%	4%	2%	-53%
COc1ccc(NC(=O)CC(NC(C)c2ccccc2)C(=O)O)cc1 (stereo not drawn)	-18%	12%	0.0%	0.2%	-0.1%	13%	-8%	-10%	-29%
C=CCN1C(=O)/C(=C2/Sc3ccc(OC)cc3N2C)SC1=Nc1cccc(O)c1	-39%	8%	nt	0.3%	20%	-5%	-4%	8%	-353%[20 µM]
COc1ccc(CNC(=O)CCCNC(=O)c2ccc(Cl)cc2)cc1OC	-9%	5%	-5.0%	-0.1%	0.6%	7%	6%	28%	6%
COc1ccc(N2CCN(C(=O)Cc3ccc(OC)c(OC)c3)CC2)cc1	40%	22%	nt	0.4%	-3.1%	26%	2%	-5%	0%[20 µM]
COc1cccc(C(=O)n2ccc(-c3cccs3)n2)c1	-2%	-6%	3.2%	-0.2%	0.3%	12%	2%	11%	3%
NS(=O)(=O)c1ccc(CCNC(=O)C2CCCCN2S(=O)(=O)c2ccccc2)cc1 (stereo not drawn)	-6%	1%	1.5%	-0.1%	-3.6%	2%	1%	10%	7%
Cc1cc2[nH]c(=O)c(=O)[nH]c2cc1S(=O)(=O)N1CCN(c2cccc(C)c2C)CC1	-8%	6%	-3.7%	-0.3%	1.0%	nt	7%	14%	-8%[20 µM]
C[C@@H]1CC=C[C@H]2[C@H]1C(=O)N(Cc1ccccc1)[C@H]2c1ccc(/C=C/c2ccccc2)cc1F	0%	11%	0.9%	0.6%	0.1%	10%	10%	16%	22%
O=C(Cc1ccc(F)cc1)NC(Cc1c[nH]c2ccccc12)C(=O)O (stereo not drawn)	-28%	-3%	-6.1%	0.0%	-1.1%	9%	1%	-20%	5%
CCOc1ccc(-n2ccnc2SCC(=O)Nc2nnc(CC)s2)cc1	-37%	-2%	14%	-0.1%	2.7%	6%	6%	22%	-19%
C[C@H](NC(=O)C1CCN(C(=O)[C@H](Cc2ccccc2)NC(=O)OC(C)(C)C)CC1)C(=O)O	11%	7%	-3.4%	0.2%	-0.7%	-7%	4%	22%	31%
CCOC(=O)c1[nH]c(COC(=O)CCCOc2ccccc2)c(C(=O)OCC)c1C	9%	nt	-1.8%	-0.1%	-0.9%	nt	11%	22%	21%
Nc1nc2c(nc(SCc3ccccc3Br)n2[C@@H]2O[C@H](CO)[C@@H](O)[C@H]2O)c(=O)[nH]1	2%	10%	-0.3%	0.0%	0.8%	5%	-1%	-10%	-12%
Cc1cc(C(=O)CS(=O)(=O)c2ccc(F)cc2)cc(C)c1O	-4%	5%	-0.9%	0.0%	0.7%	7%	21%	-24%	-24%
COCC(=O)N1CCC(n2nccc2NC(=O)c2ccccc2OC)CC1	-2%	0%	-2.7%	-0.1%	-1.1%	-5%	-18%	-18%	28%
Cc1nc(-n2ncc(C#N)c2N)c2c3c(sc2n1)CCC3	-4%	4%	-2.1%	-0.2%	0.8%	20%	3%	16%	-13%
CC(=O)NC1=NN(C(C)=O)C(C)(CS(=O)(=O)c2ccc3ccccc3c2)S1 (stereo not drawn)	-26%	0%	-1.9%	0.4%	0.7%	4%	-7%	11%	-59%
COc1ccccc1OCc1ccc(C(=O)Nc2cc(OC)c(OC)c(OC)c2)o1	34%	-6%	0.0%	0.3%	0.6%	8%	8%	0%	-14%
Cc1ccc(-c2nc(-c3ccccn3)no2)cc1[N+](=O)[O-]	-1%	8%	7.2%	-0.1%	-1.8%	8%	3%	-81%	5%
Cc1cccc(Oc2ccc(NC(=O)C3CC=CCC3C(=O)O)cc2)c1 (stereo not drawn)	-8%	3%	0.7%	0.2%	2.3%	1%	-8%	14%	-29%[20 µM]
O=C(NCc1ccco1)c1ccccc1NC(=O)C1CC(=O)N(c2ccc(Cl)cc2)C1 (stereo not drawn)	-15%	9%	-3.7%	0.0%	1.5%	16%	6%	-5%	9%
COc1ccc2c(c1)[nH]c1c(=O)n(CCN3CCOCC3)cnc12	0%	19%	1.9%	-0.1%	-0.5%	24%	8%	-12%	2%
O=C(N/N=C/c1c(Cl)cccc1Cl)c1n[nH]c2c1CCCC2	19%	4%	0.9%	0.1%	-1.1%	-5%	7%	-51%	24%
COC(=O)c1cccc(-c2ccc(/C=N/N3C(=O)C4C5C=CC(C6CC56)C4C3=O)o2)c1 (stereo not drawn)	-26%	7%	nt	0.5%	1.8%	6%	8%	23%	-107%[20 µM]
CC1(C)C(=O)OC(c2cccs2)C2(CCCCC2)C1=O (stereo not drawn)	-8%	9%	-9.7%	-0.2%	-1.4%	4%	2%	0%	22%
Cc1ccccc1NC(=S)N1CCCN(Cc2ccc(F)cc2)C1	-25%	7%	-0.6%	-0.3%	-0.9%	14%	10%	-6%	17%
C=Cc1ccc(CSc2cc(C)nc3nc(C)nn23)cc1	2%	10%	-1.5%	-0.2%	1.1%	8%	-10%	-1%	21%
CCCC(=O)C1=C(O)C(C(=O)OC)C(C)(C)CC1=NC(C)C (stereo not drawn)	-9%	7%	-5.3%	0.1%	3.7%	16%	-4%	21%	-19%
CC(=O)N1CCCc2cc(S(=O)(=O)N3CCN(C4CCCCC4)CC3)ccc21	3%	4%	1.4%	0.6%	-0.2%	2%	-4%	-14%	-19%
COc1ccccc1NC(=O)CC1C(=O)NCCN1C(=O)Nc1ccccc1 (stereo not drawn)	3%	-4%	3.8%	0.3%	2.0%	2%	-1%	3%	28%
CCOc1ccc(C(=O)Nc2cccc3nsnc23)cc1[N+](=O)[O-]	-9%	10%	6.2%	0.5%	0.4%	6%	-1%	13%	0%
O=C1c2ccccc2C(Nc2ccc3c(c2)OCO3)N1Cc1ccc2c(c1)OCO2 (stereo not drawn)	-8%	7%	4.4%	-0.1%	8.3%	15%	-6%	-23%	0%
CCN(CC)C(=S)Nc1cc(C(=O)OC)ccc1C(=O)OC	-47%	7%	2.5%	-0.2%	-0.1%	19%	-5%	11%	2%
CN(C)/C=N/c1nc(-c2ccc3c(c2)OCO3)cs1	-46%	13%	-3.9%	0.1%	-1.7%	4%	3%	-43%	18%
CCN(Cc1cc2ccccc2[nH]c1=O)C(=O)c1cccc([N+](=O)[O-])c1	4%	nt	1.5%	0.3%	3.0%	9%	-11%	26%	-5%

More entries:
SMILES	NOD1 inhibition	Rac1 GTP hydrolysis	KOR beta-arrestin-1	GPR55 beta-arrestin	HIV fusion peptide	Large T inhibition	GPR55 antagonists	HEK293 NOD2/NF-kB	KOR beta-arrestin-2
Cc1cnc(C(=O)OCc2csc(CC(=O)Nc3ccccc3C)n2)cn1	18%	0%	9.0%	-0.1%	1.8%	-4%	-27%	-2%	-40%
CCc1c(C)c(C#N)c2nc3ccccc3n2c1-n1nc(C)cc1C	-24%	8%	0.4%	0.1%	-0.2%	4%	0%	13%	34%
COc1cc([C@@H]2c3cc4c(cc3[C@@H](NC3CCN(Cc5ccccc5)CC3)[C@H]3COC(=O)[C@H]23)OCO4)cc(OC)c1O	1%	nt	3.7%	-0.1%	-1.8%	nt	-12%	-181%	-12%
COc1ccc(CCNC2CC(=O)N(N(C)C)C2=O)cc1OC (stereo not drawn)	-32%	-6%	nt	0.2%	-0.1%	2%	-3%	6%	-16%[20 µM]
CCC(C)/C=C/C1=CC2=C(Cl)C(=O)C3(C)OC(=O)C(C(=O)C(C)C(C)O)C3C2=CO1 (stereo not drawn)	-13%	0%	1.3%	0.1%	20%	13%	-4%	4%	11%

Pulled by compound from the list above (three):
SMILES	NOD1 inhibition	Rac1 GTP hydrolysis	KOR beta-arrestin-1	GPR55 beta-arrestin	HIV fusion peptide	Large T inhibition	GPR55 antagonists	HEK293 NOD2/NF-kB	KOR beta-arrestin-2
CCc1c(C)c(C#N)c2nc3ccccc3n2c1-n1nc(C)cc1C	-24%	8%	0.4%	0.1%	-0.2%	4%	0%	13%	34%
COc1ccc(CCNC2CC(=O)N(N(C)C)C2=O)cc1OC (stereo not drawn)	-32%	-6%	nt	0.2%	-0.1%	2%	-3%	6%	-16%[20 µM]
CCC(C)/C=C/C1=CC2=C(Cl)C(=O)C3(C)OC(=O)C(C(=O)C(C)C(C)O)C3C2=CO1 (stereo not drawn)	-13%	0%	1.3%	0.1%	20%	13%	-4%	4%	11%
